# Screening data as filed in PubChem BioAssay.
# hIAP activ = human IAP activation. activation factor at 10 µM. P09923. purified human IAP, CDP-Star luminescence, 30 min; hits give high values; 1 = vehicle-only enzyme, 0 = enzyme-free background. 0.16% of 330,000 active. AID 2524;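 active means activation factor of the enzyme at least 2-fold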; further: the source names both 10 and 20 µM as test concentration; values of inactives mirror those of a sister screen read the other way
# Target sequence (P09923 whole entry, looked up): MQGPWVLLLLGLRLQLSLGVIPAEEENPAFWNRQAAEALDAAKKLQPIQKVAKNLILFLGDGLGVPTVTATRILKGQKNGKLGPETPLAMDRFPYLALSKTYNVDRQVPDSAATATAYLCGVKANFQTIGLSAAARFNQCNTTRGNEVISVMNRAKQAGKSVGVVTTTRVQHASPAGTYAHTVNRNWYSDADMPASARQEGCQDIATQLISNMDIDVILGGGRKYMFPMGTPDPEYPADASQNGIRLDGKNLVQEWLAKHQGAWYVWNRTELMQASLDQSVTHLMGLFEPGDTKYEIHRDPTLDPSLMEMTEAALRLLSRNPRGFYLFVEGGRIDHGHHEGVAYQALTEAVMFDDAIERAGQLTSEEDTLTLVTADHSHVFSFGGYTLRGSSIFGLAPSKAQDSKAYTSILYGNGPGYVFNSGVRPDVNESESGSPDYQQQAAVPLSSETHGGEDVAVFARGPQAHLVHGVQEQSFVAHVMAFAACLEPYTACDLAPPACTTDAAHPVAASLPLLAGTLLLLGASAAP
# mIAP inh = blocks mouse intestinal alkaline phosphatase; purified mouse IAP, CDP-Star luminescence, 30 min; inhibition, % at 10 µM; 0.2% of 330,000 active; AID 2806;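 active means inhibition of at least 40% at 10 µM in the primary screen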;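 further: plate controls were DMSO with enzyme for no effect and no enzyme wells for full effect; values of inactives mirror those of a sister screen read the other way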
# mIAP activ = increases mouse intestinal alkaline phosphatase activity. muIAP, CDP-Star luminescence, 30 min; hits give high values; 1 = vehicle-only enzyme signal, 0 = enzyme-free wells. activation factor at 10 µM. 0.24% of 330,000 active;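 active means activation factor of at least 2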; further: the source names both 10 and 20 µM as test concentration; values of inactives mirror those of a sister screen read the other way
#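 System: Mouse IAP enzyme | Also added: CDP-Star substrate | Dosing: Compounds dispensed in DMSO | Schedule: 30 min enzyme-substrate-compound incubation at room temperature | Technique: Chemiluminescence readout | Control set: DMSO-only wells and no-enzyme negative control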
# TIM10 inh = inhibits growth of TIM10 yeast strain. S. cerevisiae TIM10 strain growth, BacTiter-Glo luminescence, 24 h. inhibition, % at 10 µM. 1.4% of 330,000 active;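 active means inhibition of 40% or more at the single tested concentration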;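 further: wild-type TIM10 isogenic control strain grown at permissive 25 °C; 0% = DMSO yeast wells and 100% = minimal medium wells without yeast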
# ATG4B inhibitor = inhibitors of human ATG4B cysteine protease; Q9Y4P1; ATG4B cleavage of LC3-PLA2, NBD-HPC fluorescence, 1 h; 0.51% of 340,000 active; inhibition, % at 8.33 µM; in the data active means inhibition above about 40%
# Target sequence (Q9Y4P1 whole entry, looked up): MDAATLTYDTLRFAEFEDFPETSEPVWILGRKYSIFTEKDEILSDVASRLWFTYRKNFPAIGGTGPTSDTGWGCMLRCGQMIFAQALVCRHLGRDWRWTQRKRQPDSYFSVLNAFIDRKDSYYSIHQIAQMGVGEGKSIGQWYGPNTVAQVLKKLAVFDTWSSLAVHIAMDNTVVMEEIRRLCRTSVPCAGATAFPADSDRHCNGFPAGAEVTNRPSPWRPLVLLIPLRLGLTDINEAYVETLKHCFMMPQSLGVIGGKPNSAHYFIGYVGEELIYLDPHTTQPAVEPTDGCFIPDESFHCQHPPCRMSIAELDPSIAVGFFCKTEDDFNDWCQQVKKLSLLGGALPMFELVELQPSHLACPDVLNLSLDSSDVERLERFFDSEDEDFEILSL
# Apaf-1 inh = human Apaf-1 inhibition; AID 489030; reconstituted apoptosome caspase-3 activity, DEVD-Rh110 fluorescence; 0.71% of 330,000 active; O14727; inhibition, % at 20 µM; active means inhibition of at least 40% at 20 µM;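 further: plate controls were DMSO wells for no effect and DEVD-CHO caspase inhibitor wells for full effect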
#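 Medium: Hepes buffer, pH 7.5 / System: biochemical Apaf-1 apoptosome reconstitution / Measured by: Rh110 fluorescence, excitation 480 nm, emission 540 nm / Times: compound with Apaf-1, dATP, procaspase-3 30 min, then 50 min reaction, room temperature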
# hIAP block = human IAP inhibition. P09923. purified IAP, CDP-Star luminescence, 30 min. inhibition, % at 10 µM. 0.12% of 330,000 active. AID 2544;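 active means inhibition reaching a set limit with compound at 10 µM in the primary screen, cut at about 35% in these data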;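 further: plate controls were DMSO wells with enzyme for no effect and no-enzyme buffer wells for full effect; values of inactives mirror those of a sister screen read the other way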
# NLRP3 yeast inh = inhibitors of NALP3 inflammasome in yeast | Yeast reconstituted NLRP3/ASC/caspase-1, beta-gal luminescence, 24 h | inhibition, % at 10 µM | 0.39% of 330,000 active;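 active means inhibition of 50% or more; inactive means inhibition below 50%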;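 further: plate controls were induced DMSO wells for no effect and uninduced yeast grown without galactose for full effect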
# tim10-1 inh = tim10-1 yeast growth inhibition. S. cerevisiae tim10-1 ts strain growth, BacTiter-Glo, 24 h. inhibition, % at 20 µM. 2.2% of 330,000 active. AID 463190;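 active means inhibition of at least 40%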;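 further: mutant grown at 25 °C; 0% = DMSO wells with yeast and 100% = wells holding no yeast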
# An asterisk follows results filed as active.
SMILES,hIAP activ,mIAP inh,mIAP activ,TIM10 inh,ATG4B inhibitor,Apaf-1 inh,hIAP block,NLRP3 yeast inh,tim10-1 inh
COc1cccc2sc3ccc(NCCC4CCCN4C)cc3c(=O)c12 (centres undefined),1.18,6.6,0.934,3.3,-4.3,23.9,-17.7,-10.2,16.1
CCOc1ccc(S(=O)(=O)N2CCCC(C(=O)NCc3ccncc3)C2)cc1C (centres undefined),0.893,-3.7,1.04,-9.6,-4.6,8.1,10.7,12.2,31.9
C=CCn1c(=O)c2ccccc2n2c(SCC(C)=O)nnc12,0.992,6.1,0.939,-16.8,-1.4,-1.1,0.8,4.7,3.9
O=C(O)CCCn1cc(NC(=O)c2sc3ccccc3c2Cl)cn1,1.04,0.8,0.992,-3.0,-3.0,-4.7,-4.4,8.9,30.1
COc1cc2c(cc1OC)C(c1ccc(-c3ccccc3Cl)o1)=NCC2,0.869,6.6,0.934,45.6*,25.0,-4.3,13.1,27.5,46.0*
Cc1cc(C)n(-c2ccc(C(=O)OCc3ccccc3)cc2)n1,1.18,0.7,0.993,9.6,13.5,16.3,-17.9,12.9,33.0
CO/N=C/c1ccc(N2CCN(C(=O)c3cccc(C(F)(F)F)c3)CC2)c([N+](=O)[O-])c1,0.898,14.4,0.856,27.4,-5.7,32.2,10.2,17.9,40.5*
O=C(NCCc1ccccc1)c1ccc(=O)[nH]c1,1.04,-1.4,1.01,2.4,-4.3,-9.8,-3.9,9.7,-1.1
O=C(C1=C[C@@H](C2CC2)C[C@@H](OCCCCO)O1)N1CCN(Cc2ccc3c(c2)OCO3)CC1,0.952,3.0,0.97,2.4,-11.8,-2.6,4.8,-2.4,3.7
CC1CCCC(NS(=O)(=O)c2cc3c(cc2Cl)NC(=O)CO3)C1C (centres undefined),1.05,-0.3,1,12.5,1.4,19.3,-4.6,12.9,26.5
O=C(NCc1ccccc1Cl)c1ccc(NC2=NC3CS(=O)(=O)CC3S2)cc1 (centres undefined),1.02,-13.7,1.14,1.0,-14.0,20.8,-2.3,2.6,-6.5
Cc1ccc2c(CC(=O)NNC(=O)c3ccncc3)coc2c1,0.995,0.2,0.998,-6.3,0.9,0.6,0.5,-5.1,-18.3
O=C(C1CCN(S(=O)(=O)c2cnc[nH]2)CC1)N(CCc1ccccc1)Cc1ccccc1,0.896,-0.5,1,-16.8,-4.7,5.3,10.4,13.8,2.6
Cc1ccc(-c2nnn(CC(=O)N(Cc3ccccc3)C(C(=O)NC3CCCC3)c3ccncc3)n2)o1 (centres undefined),0.754,-7.4,1.07,-2.1,-0.9,2.2,24.6,4.8,6.4
CCSc1nnc(NC(=O)C(Cc2ccccc2)n2cccc2)s1 (centres undefined),0.781,8.3,0.917,-0.7,10.4,8.7,21.9,3.2,15.6
COc1ccc(C)cc1NC(=O)c1cc(S(=O)(=O)N2CCCCC2)ccc1N1CCOCC1,1.07,5.4,0.946,14.6,-8.0,7.9,-7.4,16.6,20.3
Cc1nc(Nc2ccc(Cl)cc2)c2nnn(Cc3ccccc3)c2n1,0.831,8.9,0.911,13.2,-9.9,23.0,16.9,-1.6,10.1
Cc1ccc(C)c(NC(=S)NC(NC(=O)Cc2ccccc2)C(Cl)(Cl)Cl)c1 (centres undefined),1.28,3.9,0.961,3.4,3.9,3.4,-28.2,6.1,22.0
COc1cc(C(=O)NCCC(=O)NCCN2CCOCC2)cc(OC)c1OC,0.874,-1.2,1.01,4.6,6.1,-10.4,12.6,2.4,-3.7
CC(C(=O)NC1CCCC1)N1CCN(Cc2ccccc2)CC1 (centres undefined),0.984,-1.5,1.01,-2.1,-3.4,5.2,1.6,19.5,-5.6

# Arranged by heavy-atom count (descending): some entries from above.
SMILES,hIAP activ,mIAP inh,mIAP activ,TIM10 inh,ATG4B inhibitor,Apaf-1 inh,hIAP block,NLRP3 yeast inh,tim10-1 inh
COc1ccc(C)cc1NC(=O)c1cc(S(=O)(=O)N2CCCCC2)ccc1N1CCOCC1,1.07,5.4,0.946,14.6,-8.0,7.9,-7.4,16.6,20.3
CCOc1ccc(S(=O)(=O)N2CCCC(C(=O)NCc3ccncc3)C2)cc1C (centres undefined),0.893,-3.7,1.04,-9.6,-4.6,8.1,10.7,12.2,31.9
COc1cc2c(cc1OC)C(c1ccc(-c3ccccc3Cl)o1)=NCC2,0.869,6.6,0.934,45.6*,25.0,-4.3,13.1,27.5,46.0*
O=C(NCCc1ccccc1)c1ccc(=O)[nH]c1,1.04,-1.4,1.01,2.4,-4.3,-9.8,-3.9,9.7,-1.1

# The results go on.
SMILES,hIAP activ,mIAP inh,mIAP activ,TIM10 inh,ATG4B inhibitor,Apaf-1 inh,hIAP block,NLRP3 yeast inh,tim10-1 inh
Cc1ccc(Cl)cc1N1CCN(C(=O)c2cc3c(=O)n(C)c4ccccc4c3n2C)CC1,0.813,1.2,0.988,13.2,-1.0,7.3,18.7,-0.2,16.8
CC(=O)c1ccc(NC(=O)CN2C(=O)COc3ccc(Cl)cc32)cc1,1.09,-3.9,1.04,-9.8,-7.5,-2.4,-8.8,4.1,-7.8
COc1ccc(SCCN2CCN(CC(C)C)CCC2=O)cc1,0.985,2.2,0.978,5.9,-6.1,7.0,1.5,8.8,0.0
CCSc1n[nH]c(=O)[nH]c1=O,0.932,4.7,0.953,2.1,0.4,-4.4,6.8,16.0,0.8
CCn1ncc(NC(=S)NCCc2ccccc2)c1C(N)=O,1.02,-7.2,1.07,-6.8,7.7,-2.4,-1.6,19.0,-4.1
Cc1ccc(CNS(=O)(=O)c2c(C(=O)N3CCCCC3)c(C)n(C)c2C)o1,1.07,-4.2,1.04,17.1,6.9,-13.6,-7.3,-4.7,17.1
CC(C)c1ccc(NC2CCCN(C(=O)c3ccc(N4CCOCC4)cc3)C2)cc1 (centres undefined),0.934,1.4,0.986,27.5,77.0*,6.6,6.6,9.9,32.0
Cc1cc(NC(=O)CCC(=O)N(CC(=O)NC2CCCC2)c2ccc(F)c(Cl)c2)no1,0.948,4.1,0.959,7.1,-11.0,-7.9,5.2,19.7,13.6
CCCCS(=O)(=O)N1CCCC(C(=O)NCC2CCCO2)C1 (centres undefined),0.984,-2.1,1.02,-4.2,-3.1,-1.3,1.6,15.9,-7.1
CN1C(CC(=O)c2ccccc2)CCCC1CC(O)c1ccccc1 (centres undefined),0.885,9.7,0.903,3.2,-21.7,-5.1,11.5,11.1,7.6
COc1ccc(NC(=O)c2ccc(S(=O)(=O)N3CC(C)OC(C)C3)cc2)cc1 (centres undefined),1.14,6.7,0.933,-4.6,-14.0,-4.3,-13.5,4.2,-6.4
CC(=O)NC(CCCCNC(=S)NC1CCCCC1)C(=O)O (centres undefined),0.891,6.5,0.935,8.4,-5.2,-6.8,10.9,-1.0,-10.1
CCC(=O)Nc1ccc(NC(=S)NC(=O)c2cc3ccccc3o2)cc1,0.903,6.7,0.933,4.0,1.0,-6.4,9.7,1.0,10.3
Cc1oc(-c2ccc(Cl)cc2)nc1CN1CCCC(C(=O)N2CCN(C(=O)c3ccco3)CC2)C1 (centres undefined),1.11,-11.4,1.11,-9.8,0.4,6.0,-11.5,4.1,15.4
COc1ccc2c(c1)[nH]c1c(=O)n(CCN3CCCC3)cnc12,1.1,1.0,0.99,-1.5,-2.3,3.6,-10.5,4.5,-5.4
CC(=O)Nc1ccc(N2C(=O)c3cccc(NC(C)=O)c3C2=O)cc1,1.01,7.2,0.928,-10.9,0.5,-3.8,-1.2,-0.6,7.8
O=C(COc1coc(CN2CCCc3ccccc32)cc1=O)Nc1ccccc1,1.09,1.3,0.987,-11.0,3.3,9.3,-9.4,10.3,-1.6
COc1cc(/C=N/NC(=O)c2cccc([N+](=O)[O-])c2)cc(OC)c1O,0.774,2.8,0.972,-7.5,5.3,-5.1,22.6,6.5,2.6
N#C/C(=C\c1ccccn1)c1nc2ccccc2s1,1.12,8.9,0.911,77.9*,-0.7,11.3,-11.8,26.3,82.6*
Cc1noc(C)c1COC(=O)CCc1nc2ccccc2c(=O)[nH]1,0.803,4.1,0.959,10.9,-7.3,-3.7,19.7,7.4,6.7
C=CCn1c(=NC(=O)c2cc(Cl)sc2Cl)sc2cc(S(N)(=O)=O)ccc21,1.04,4.6,0.954,20.2,-4.8,-1.8,-4.3,1.9,17.5
Cc1ccc(NS(=O)(=O)c2cccc3cccnc23)c(Br)c1,1.04,-8.8,1.09,-2.4,-8.9,11.2,-4.3,18.9,27.4
CC(C)CC(=O)N1CCC(O)(CS(=O)(=O)c2ccc(Cl)c(Cl)c2)CC1,1.13,-6.7,1.07,-34.1,-16.1,-4.2,-12.8,-2.3,24.5
N#Cc1c(-c2cccs2)nc(SCc2ccc(Cl)cc2)[nH]c1=O,0.867,19.0,0.81,31.5,48.7*,6.7,13.3,11.6,15.8
Cc1cccc(NC(=O)C23CCC(C)(C(=O)O2)C3(C)C)c1 (centres undefined),1.38,7.9,0.921,-22.7,-4.3,-13.2,-37.8,-3.6,-4.5
COc1cc([N+](=O)[O-])ccc1NC(=O)CCCOc1cccc(C)c1,0.962,23.2,0.768,-2.7,-14.6,1.4,3.8,29.7,24.1
COc1ccc(S(=O)(=O)Nc2ccc3c(c2)OCCO3)cc1OC,0.931,-5.4,1.05,-10.5,-2.0,-12.9,6.9,10.7,-0.7
Cc1ccc(C)c(S(=O)(=O)NCc2ccc(C(=O)N3CCN(C)CC3)cc2)c1,0.894,2.5,0.975,7.7,-3.6,-1.0,10.6,-4.8,3.8
CC(/C=C/c1ccc(N(C)C)cc1)=N/N=C1/NC(=O)CC(C(=O)Nc2ccc(Cl)cc2)S1 (centres undefined),0.983,6.3,0.937,23.8,28.1,23.5,1.7,11.5,33.1
CN=C(C[N+](=O)[O-])NCCSCc1ccc(CN(C)C)o1,0.973,0.0,1,-21.0,-0.7,26.8,2.7,32.0,-20.5
Cc1nc(-c2ccc(NC(=O)c3cccs3)cc2)cs1,0.95,-3.0,1.03,49.5*,-0.5,9.5,5.0,30.5,27.2
O=C(C1CCCN(S(=O)(=O)c2cccc3cccnc23)C1)N1CCc2ccccc21 (centres undefined),0.923,-3.9,1.04,1.8,3.8,2.3,7.7,-5.6,23.3
CCOC(=O)C1(CCOC)CCN(Cc2cccc(OCc3ccccc3)c2)CC1,1.13,6.6,0.934,4.6,10.6,9.4,-12.6,26.3,12.4
O=C(CSc1nnc(COc2ccc(Cl)cc2)n1Cc1ccco1)c1ccccc1F,0.875,2.3,0.977,-16.9,44.0*,9.3,12.5,14.1,24.7
COc1ccc(NC(=O)C(=O)NCC2CCCN2S(=O)(=O)c2cc(C)ccc2C)cc1 (centres undefined),1.05,5.6,0.944,3.1,1.8,16.2,-4.9,13.1,20.0
CCc1ccccc1NC(=S)N(Cc1ccc(C(=O)O)cc1)Cc1ccc(OC)c(OC)c1,1.05,8.6,0.914,-0.5,1.1,-8.9,-5.4,21.9,-5.0
CNc1nc(-c2ccc3c(c2)CCN3S(=O)(=O)c2ccccc2)c(C)s1,0.837,1.9,0.981,12.1,-7.5,2.0,16.3,-0.9,14.8
CC(NC(=O)c1cn(C)c2ccc(S(=O)(=O)N3CCCC3)cc2c1=O)c1ccc2c(c1)OCCO2 (centres undefined),0.904,9.8,0.902,14.8,-22.4,14.6,9.6,15.7,14.7
Cc1oc(C(C)(C)C)cc1C(=O)Nc1cccc(/C=C/C(=O)O)c1,0.929,0.2,0.998,9.3,-6.8,-0.5,7.1,9.9,18.9
